Assay outcomes deposited in PubChem by several laboratories.
H9c2 protect: modulators protecting cardiomyocytes from myocardial damage. H9c2 cardiomyocytes, H2O2 injury protection, ATPLite, 2 h. protection from H2O2 cell death, % at 20 µM. actives 0.63% (n = 360,000). AID 588492;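 active = compounds giving at least 50% protection of heart cells from peroxide-induced death in the single-dose screen, raw or plate-pattern-corrected value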;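 note: 0% = DMSO wells with peroxide and 100% = DMSO wells without peroxide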
NOD2 RIPK2 PPI: NOD2-RIPK2 protein interaction inhibition; O43353; actives 0.38% (n = 360,000); AID 624267; CHO BLA complementation NOD2-RIPK2, CCF4 ratio; inhibition, % at 4.98 µM; in the data active = inhibition above about 21%;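 note: 0% = vehicle only and 100% = reference blocker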
Target sequence (O43353 whole entry, looked up): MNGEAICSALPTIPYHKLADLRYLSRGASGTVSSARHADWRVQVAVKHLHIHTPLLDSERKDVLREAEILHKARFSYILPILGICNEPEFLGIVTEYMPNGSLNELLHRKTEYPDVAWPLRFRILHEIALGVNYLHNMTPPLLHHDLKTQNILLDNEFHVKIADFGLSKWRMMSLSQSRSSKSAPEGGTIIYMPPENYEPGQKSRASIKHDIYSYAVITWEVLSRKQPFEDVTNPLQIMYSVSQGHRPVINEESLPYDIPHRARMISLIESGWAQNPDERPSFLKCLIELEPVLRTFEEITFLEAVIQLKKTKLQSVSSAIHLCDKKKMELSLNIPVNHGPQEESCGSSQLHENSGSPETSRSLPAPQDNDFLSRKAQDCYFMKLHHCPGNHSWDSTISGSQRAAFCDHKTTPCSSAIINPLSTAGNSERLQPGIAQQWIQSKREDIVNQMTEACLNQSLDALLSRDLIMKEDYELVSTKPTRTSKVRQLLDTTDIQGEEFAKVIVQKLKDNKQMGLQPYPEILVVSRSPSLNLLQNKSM
N-glyco inh: N-linked glycosylation inhibition; actives 0.23% (n = 360,000); AID 588692; D54 ERlucT glycosylation luciferase reporter, 24 h; percent of 100 nM tunicamycin response; reporter increase, % at 12.5 µM;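 active = mean luciferase reporter signal, scaled so untreated is 0 and the glycosylation-blocking control 100, at or above a set limit in every replicate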;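 note: luciferase carries N-glycosylation sites so blocking glycosylation raises the light; 0% = median of neutral control wells and 100% = median of 100 nM tunicamycin wells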
TLR9-MyD88 block: TLR9-MyD88 interaction inhibition | actives 0.21% (n = 340,000) | Q9NR96+Q99836 | inhibition, % at 4.98 µM | AID 504734 | CHO BLA complementation TLR9-MyD88, CCF4 FRET ratio;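 active = inhibition above the mean over all tested compounds plus 3 SD, cut at about 21% in these data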;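 note: 0% = DMSO only wells and 100% = clavulanate BLA inhibitor control wells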
ABCB6 inh 2: blocks the human ABCB6 transporter; Q9NP58; K562-ABCB6 porphyrin accumulation, flow cytometry, 1 h; stronger effect = lower value; fluorescence ratio to DMSO, % at 10 µM; actives 0.19% (n = 360,000); AID 602162;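 active = fluorescence ratio to DMSO below 75%, the collection mean minus 3 SD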;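 note: signal is porphyrin accumulated inside mitochondria; 100% equals median channel fluorescence of DMSO control wells; lower ratio means ABCB6 inhibition with less porphyrin fluorescence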
SRC2 inh: inhibits human steroid receptor coactivator 2; HEK293 GAL4-SRC2 luciferase reporter, luminescence; actives 0.17% (n = 370,000); inhibition, % at 9 µM; Q15596; AID 651957;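 active = inhibition above the mean inhibition of all tested compounds plus 3 SD, set per campaign, cut at about 52% in these data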;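 note: 0% = DMSO treated cells and 100% = cells given Gossypol at 36 µM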
MC4R antagonist: antagonists of human melanocortin 4 receptor (MC4R); P32245; MC4R-expressing cells, MTII-stimulated cAMP, LANCE TR-FRET; inhibition, % at 6.5 µM; actives 0.48% (n = 360,000); AID 540295;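 active = inhibition above its plate's cutoff, the mean of tested wells on that plate plus 3 SD, cut at about 29% in these data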;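 note: 0% = Melanotan II alone and 100% = Melanotan II plus saturating MCL0020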
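System – human MC4R-expressing U2OS cells · Also added – Melanotan II · Dosing – one concentration, 6.5 µM nominal · Timing – 30-min compound, 1-h challenge, 1-h detection, room temperature · Measured by – Eu-cAMP/anti-cAMP TR-FRET, emission 671 nm · Replicates – singlicate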
MC4R barr agon: agonists of human melanocortin 4 receptor (MC4R) beta-arrestin; P32245; U2OS MC4R beta-arrestin complementation, luminescence; percent of melanotan II response, DMSO zero; activation, % at 8.9 µM; actives 0.98% (n = 360,000); AID 540308;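 active = activation above a per-plate cutoff, the mean activation of sample wells on that plate plus 3 SD, cut at about 8% in these data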
m5-HT2A agonist: mouse HTR2A agonism via beta-arrestin recruitment; actives 0.66% (n = 360,000); AID 624169; activation, % at 7.6 µM; CHO-K1 mHTR2A beta-arrestin complementation, luminescence; percent of 30 µM serotonin response; P35363;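 active = activation above a run cutoff, the mean activation of all tested compounds plus 3 SD, cut at about 14% in these data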;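 note: 0% = plate median of compound wells and 100% = 30 µM serotonin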
Target sequence (P35363 whole entry, looked up): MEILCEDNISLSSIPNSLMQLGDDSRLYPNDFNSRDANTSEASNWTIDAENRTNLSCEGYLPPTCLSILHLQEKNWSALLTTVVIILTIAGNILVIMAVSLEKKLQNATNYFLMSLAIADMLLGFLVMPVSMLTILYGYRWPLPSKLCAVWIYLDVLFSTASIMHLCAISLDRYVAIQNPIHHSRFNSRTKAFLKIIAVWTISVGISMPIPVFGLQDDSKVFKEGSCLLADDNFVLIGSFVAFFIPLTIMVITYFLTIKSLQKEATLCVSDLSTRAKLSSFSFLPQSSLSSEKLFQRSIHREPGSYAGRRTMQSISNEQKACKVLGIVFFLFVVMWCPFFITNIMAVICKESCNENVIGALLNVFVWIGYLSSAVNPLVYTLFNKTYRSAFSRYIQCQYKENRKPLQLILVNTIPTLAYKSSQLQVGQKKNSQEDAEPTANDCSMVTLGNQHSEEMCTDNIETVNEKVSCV
ABHD5 PLIN5 PPI: ABHD5-PLIN5 protein interaction inhibition | actives 0.78% (n = 360,000) | Split G. princeps luciferase complementation, luminescence, 4 h | Q00G26+Q8WTS1 | AID 602281 | inhibition, % at 4 µM;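 active = inhibition above the mean inhibition across every tested compound plus 3 SD, cut at about 22% in these data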;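 note: 0% = DMSO only wells and the 100% control is not disclosed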
* = called active by the depositor; . = not tested or not shown.

SMILES	H9c2 protect	NOD2 RIPK2 PPI	N-glyco inh	TLR9-MyD88 block	ABCB6 inh 2	SRC2 inh	MC4R antagonist	MC4R barr agon	m5-HT2A agonist	ABHD5 PLIN5 PPI
O=S(=O)(c1ccc(S(=O)(=O)N2CCN(C3CCCCC3)CC2)cc1)N1CCCCCC1	2	-6	1	10	96	-10	1	-0.5	-2	2
COc1ccc([C@H]2/C=C\CN(C(=O)CC(C)(C)C)[C@@H](C)C(=O)N2Cc2ccc(F)cc2)cc1	2	6	-3	-5	97	18	7	2.7	6	-14
COc1cc(O)c(C(=O)/C=C/c2ccccc2)c(OC)c1	-7	4	42*	-13	100	-10	-9	-0.7	-4	27*
CCCCNC(=O)O[C@H]1C[C@@H]2CCN3C(=O)CCC(C)(C)[C@H](C1)[C@H]23	5	-9	-1	-3	95	-17	1	-0.6	6	4
COc1cc(NC(=S)Nc2cccc(Cl)c2Cl)c(OC)cc1Cl	-3	-17	1	-4	103	8	1	-1.5	2	-10
O=C(N/N=C/c1ccc(OCc2ccccc2)cc1)c1cc[n+](Cc2ccccc2)cc1	-6	-13	-2	-5	106	-29	13	-0.2	0	6
CC1(c2ccccc2)NC(=O)N(CC(=O)Nc2cc3c(cc2Br)OCCO3)C1=O (stereo not given)	10	3	1	7	94	-25	-3	-0.1	-8	0
O=C(COC(=O)c1ccc(Cl)nc1)NC1CCCCCC1	-1	-14	3	-11	87	2	2	-1.3	4	8
O=C(/C=C/c1ccccc1)Nn1c(-c2cccs2)nc2ccccc2c1=O	0	1	-1	-3	98	-5	19	1.1	3	-1
COc1nnc(-c2ccc(N3CCCCC3)c(NC(C)=O)c2)c2ccccc12	28	2	0	-3	104	0	1	0.1	0	-5
Cc1cc2oc(=O)cc(CN3CCCCC3)c2cc1O	-4	-16	1	1	90	2	-4	-0.6	-7	-5
CN(Cc1ccccc1)C(c1ccnc2ccccc12)c1nnnn1-c1ccc2c(c1)OCCO2 (stereo not given)	.	-6	.	.	94	20	.	.	-8	-4
O=C(Nc1ccc2nc(-c3ccc4nc[nH]c4c3)[nH]c2c1)c1cccs1	31	0	2	-11	98	-30	-2	-1.9	-4	10
N#CC1=C(N)Oc2n[nH]c(-c3ccc(F)cc3)c2C1c1ccncc1 (stereo not given)	1	-6	-2	0	94	-5	-16	-1.0	8	0
O=C(NCc1ccc2c(c1)OCO2)Nc1ccc([N+](=O)[O-])cc1	-13	8	-2	-8	92	5	-4	-3.5	-2	-14
Cc1ccc(-c2nc3ccc(Br)cn3c2Cc2ccccc2C(F)(F)F)cc1	-4	-13	-3	.	120	-27	.	.	1	1
COc1ccc2nc3cc(Cl)ccc3c(Nc3ccc(O)c(CN4CCN(C)CC4)c3)c2c1	-14	9	-9	9	92	-47	-15	-1.2	-10	6
CC1S/C(=N/N=C2CCCCC2)NC1=O (stereo not given)	6	7	2	14	99	-16	18	2.1	-3	-3
CCC(=O)Nc1ccnc(-c2cccnc2)n1	1	-10	2	5	103	-18	3	-0.9	-2	-4
O=C(NCc1nnc(SCC(=O)N2CCCc3ccccc32)n1-c1ccccc1)c1cccc2ccccc12	4	-2	-4	3	90	-27	6	-2.0	0	-1
COC(=O)c1ccccc1NC(=O)NC1CCC(C)CC1 (stereo not given)	-2	-2	0	0	91	-10	6	-3.1	1	-2
Cc1c(C(=O)NCc2ccc(Cl)c(Cl)c2)sc(=O)n1Cc1ccc(S(=O)(=O)N(C)C)cc1	-6	16	-4	.	102	-2	11	-0.1	13	-11
Cc1ccc(S(=O)(=O)N2CCN(S(=O)(=O)N3CCCCC3)CC2)c(C)c1	-10	-4	-4	-15	101	-12	11	3.1	0	-5
O=C(CN1C(=O)/C(=C\c2cccc(F)c2)Oc2ccccc21)N1CCN(c2ccccn2)CC1	-5	-8	-2	-2	103	-13	14	-1.5	0	11
CCCN(C(=O)COC(=O)CC1CCCCC1)c1c(N)n(Cc2ccccc2)c(=O)[nH]c1=O	0	-3	-2	-4	96	-8	4	-3.1	-1	-3
The listing continues.
SMILES	H9c2 protect	NOD2 RIPK2 PPI	N-glyco inh	TLR9-MyD88 block	ABCB6 inh 2	SRC2 inh	MC4R antagonist	MC4R barr agon	m5-HT2A agonist	ABHD5 PLIN5 PPI
Cc1ccc(Cl)cc1NC(=O)CCC(=O)Nc1cc(Cl)ccc1C	-9	-9	0	-6	98	-19	4	-1.9	1	-1
Cn1c(N)c(C(=O)CSc2nnc(NC3CCCCC3)s2)c(=O)n(C)c1=O	-2	10	2	-7	98	12	3	-3.6	4	-1
Clc1ccc(CSc2nnc(-c3sccc3-n3cccc3)o2)cc1	-17	-3	-2	-4	100	15	5	-1.7	-7	-11
CCC(C)(C)NC(=O)C(c1cccs1)N(C(=O)c1ccn[nH]1)c1ccccc1 (stereo not given)	-2	-6	-2	8	96	5	-1	0.3	-1	-1
CC(=O)Nc1ccc(S(=O)(=O)N2CCN(C(=O)c3cccnc3)CC2)cc1	1	2	1	3	99	-6	10	-0.5	0	-4
COC(=O)CCC(=O)Nc1sc(C)c(C)c1C(N)=O	-6	2	0	-2	105	0	-1	0.5	0	-9
COc1ccc(-c2csc3ncnc(N4CCN(S(=O)(=O)c5ccc(Cl)s5)CC4)c23)cc1	17	-18	-9	0	96	-8	0	-1.1	8	-13
O=C1CC(N2CCN(Cc3ccc(Cl)cc3)CC2)C(=O)N1CCc1ccccc1 (stereo not given)	-5	-12	-2	-2	98	10	7	-1.1	7	2
Cc1csc(=O)n1CCC(=O)OCC(=O)c1c(N)n(CC(C)C)c(=O)n(C)c1=O	-18	-6	2	-1	97	20	-3	-4.8	1	-2
OCCN1CCN(c2ncnc3sc(-c4ccccc4)cc23)CC1	18	-8	-1	-7	101	-32	7	-0.6	-1	7
Cn1c(CN2CCCC2)nc2cc(NC(=O)COc3ccc([N+](=O)[O-])cc3)ccc21	5	-6	-2	-8	103	-19	19	1.4	-3	2
O=C(C1CCCN(S(=O)(=O)Cc2ccccc2)C1)N1CCCCC1 (stereo not given)	6	-12	1	4	97	-13	1	-0.7	2	-5
O=C(Nc1cccc(S(=O)(=O)N2CCCCC2)c1)c1cncc(Br)c1	-2	5	-2	-5	89	26	2	1.8	-4	-5
O=C(COC(=O)c1n[nH]c2ccccc12)c1cccc(Br)c1	4	-3	-1	6	90	-20	-13	5.1	10	-8
COc1ccccc1NC(=O)NC1CCS(=O)(=O)C1 (stereo not given)	-1	-7	1	-6	95	-31	34*	-1.2	4	-7
COC(=O)[C@@H]1CC[C@@](C)(c2ccc(OC)cc2)C1(C)C	-6	4	-2	-7	96	2	3	2.4	6	-3
O=C(NCC1CCCCC1)c1cccc([N+](=O)[O-])c1	-5	-1	-2	-5	95	1	4	-0.4	-4	-5
CCc1nc2ccc(C(=O)NCCC(C)C)cn2c1N(CC)CCOC	3	-7	-1	.	101	-12	1	-0.5	-6	2
CCOC(=O)C1=C(C)NC(=O)NC1c1ccc([N+](=O)[O-])o1 (stereo not given)	-1	0	0	-9	94	-1	5	-0.2	8	3
COc1ccc(/C=N/NC(=O)CNS(=O)(=O)c2ccccc2)cc1	-3	-6	3	0	97	17	3	0.2	-9	4
Cc1cc(C)n(-c2cccc(F)n2)n1	0	5	3	-9	102	6	2	-2.5	0	2
C=CCNC(=S)/C(=C(/[O-])c1ccccc1Br)[n+]1ccccc1	3	-24	-1	5	99	16	-2	-1.8	5	-1
COc1ccc(N(C)C(=O)CCS(=O)(=O)c2cccc3nonc23)cc1	1	-5	1	-12	98	-20	6	-0.4	0	-2
O=C(CSc1nnc(-c2ccccc2)n1Cc1ccco1)Nc1ccc(S(=O)(=O)N2CCCC2)cc1	1	2	-6	11	101	24	13	-0.3	-1	5
CCC(=O)Nc1ccc(NC(=O)CSc2nc3c(c(=O)n(C)c(=O)n3C)n2CC)cc1	-1	-14	-3	-4	101	-12	-12	1.9	5	-15
(further entries)
SMILES	H9c2 protect	NOD2 RIPK2 PPI	N-glyco inh	TLR9-MyD88 block	ABCB6 inh 2	SRC2 inh	MC4R antagonist	MC4R barr agon	m5-HT2A agonist	ABHD5 PLIN5 PPI
CCOC(=O)c1c(NC(=O)Nc2ccc(C)cc2)sc2c1CCN(C)C2	11	-12	0	.	103	-9	1	-2.8	1	6
O=CN1CCN(c2c([N+](=O)[O-])c(=O)oc3ccccc23)CC1	2	-10	1	5	99	-25	4	0.8	8	12
CCC(C(=O)Nc1cccc(C(=O)O)c1C)c1ccccc1 (stereo not given)	24	0	-2	0	107	13	-2	4.9	4	15
O=C(c1ccccc1)N1CCN(C(=O)c2ccccc2)c2ccccc21	2	-20	-2	-11	100	9	-1	-0.6	2	6
O=C1c2nccnc2C(=O)N1c1ccc(F)cc1	3	4	1	1	102	7	5	0.2	4	0
COC(=O)C1(C(F)(F)F)C2C=CC(C2)N1S(=O)(=O)c1ccc(C)cc1 (stereo not given)	2	6	2	-11	96	2	11	-2.2	-5	-2
COc1ccc(CCNC(=O)CNS(=O)(=O)c2ccc(Br)cc2)cc1	-3	-12	2	-8	99	15	11	-1.9	-5	0
COc1ccc(-n2c(Cc3cccn3C)nnc2SCC(=O)NC2CCCC2)cc1	9	-17	-1	10	97	10	8	-1.1	-4	5
N#C/C(=C(/O)c1ccc(Cl)cc1)c1nc2ccccc2[nH]1	-1	8	-1	5	95	-2	2	8.0	0	5
CCCCC(CC)C(=O)NCCc1ccc(S(N)(=O)=O)cc1 (stereo not given)	-2	12	1	-1	94	-13	2	-3.1	-1	0
O=C(c1coc(=O)c(Br)c1)N1CCOCC1	12	0	0	-8	90	-37	-3	-0.2	6	1
CC1(C(=O)O)C=CC2(CCCCC2)N1C(=O)c1ccccc1 (stereo not given)	2	-9	1	-4	99	-6	16	-2.7	1	-9
CC(C)(C)OC(=O)N1CCC[C@H]1C(=O)NCC1CCC(C(=O)O)CC1 (stereo not given in full)	8	-5	0	-1	102	-6	4	-4.5	5	-1
CC(C)c1ccc(N(CC(=O)NC2CCCC2)C(=O)CCC(=O)Nc2nccs2)cc1	1	-7	3	-4	91	9	3	-1.6	5	-4
COC(=O)C1(O)CC(CC(C)C)=NN1C(=O)c1ccccc1 (stereo not given)	-11	-10	1	3	102	-9	7	-2.7	-1	-3
CC(C)OC(=O)c1ccc(COc2ccc3ccc(=O)oc3c2)o1	-5	0	-1	-5	90	-18	-3	-2.5	-1	-1
COc1ccccc1CNC(=O)CSc1ccccc1	0	-1	-1	3	100	-51	-5	-2.4	-2	-6
Cc1cc(OCC(=O)NCCO)ccc1Cl	-2	-12	1	4	99	9	1	0.5	1	1

An excerpt; rates above refer to the full screens.
